Compound activity from PubChem.
Peg3 imprint: induces erasure of genomic imprints in mouse ES cells; AID 1948; Potency, µM (top dose mostly 60.7 µM), inactives show top-dose activity change, positive = activation, actives largely listed as activators; hit rate 0.02% among 110,000; mouse ES Peg3-LacZ reporter, beta-gal luminescence, 40 h;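 also: 0% = negative control wells on the plate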
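Gelatin-coated wells received 300 freshly trypsinized female ES cells with a Peg3LacZ-Neo reporter on the maternal allele, then incubated 40 hours at 37C. BetaGlo was added for 5 minutes at room temperature before a single luminescence read.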
IkB signaling: IkB pathway inhibition in ABC-DLBCL cells | hit rate 0.04% among 110,000 | Potency, µM (highest dose often 57.1 µM), inactives show at the top dose IkBa stabilization activation | ABC-DLBCL IkBa-CBG/CBR dual luciferase ratio, 4 h; response scale: scaled: untreated 0%, proteasome inhibitor 100% | AID 445; active = well fitted curve in the direction sought with a large enough effect in the signal ratio, not every such curve was filed as active; inconclusive = small, poorly fitted or top-dose-only effect, or a change in a side signal; the % refers to the signal ratio;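 also: the direction sought is a rising ratio; 0% = basal untreated cells and 100% = reference inhibitor full response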
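Luminescence ratio of IκBα-fused green versus native red beetle luciferase in OCI-Ly3 cells, 4 h post-doxycycline with compound; red signal alone, scaled from basal (0%) to zero light (-100%), flagged nonspecific or cytotoxic effects.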
p53ts 39C tox: p53ts cell cytotoxicity, nonpermissive temperature. H1299-p53A138V viability at 39C, ATP luminescence, 24 h. Potency, µM (top dose mostly 46.1 µM), for inactives: at the top dose activity change, negative = cell killing, hits mostly cytotoxic. hit rate 1.5% among 130,000. AID 902; also: nearly all actives have a fitted effect of over 55% in size
p53ts 32C tox: kills p53ts cells at the permissive temperature; hit rate 0.93% among 130,000; AID 924; H1299-p53A138V at 32C, ATP luminescence viability, 24 h; Potency, µM (titrated, usually from 46.1 µM), for inactives: top-dose activity change, negative = cytotoxicity, most hits filed as cytotoxic;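 also: 0% = DMSO and -100% = full killing by reference compound; nearly all actives have a fitted effect of over 55% in size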
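Viability by ATPlite luminescence after 24 h compound treatment (up to 46 uM) at the permissive 32C. Cells are H1299 carrying p53 A138V. Scale runs from DMSO basal to 100 uM tamoxifen as full kill; AC50 from Hill fits.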
An asterisk follows results filed as active; ? = inconclusive; . = not tested or not shown; & = joins results of further samples; [ ] = remark or other dose. Unless noted, calls follow the shape of the dose curve; as a rule, active = well fitted curve in the direction sought with a large enough effect; inconclusive = small, poorly fitted or top-dose-only effect, or another doubt; inactive = no such curve, though single readings can be large; an effect the other way counts as inactive or inconclusive. Unless noted, % is scaled to controls: 0 for no effect and ±100 for the full control effect; potency is read from the fitted curve at half-maximal effect. This is a random part of the collection; 1.8% or so of the library scored in one or more.

| molecule | Peg3 imprint | IkB signaling | p53ts 39C tox | p53ts 32C tox |
| --- | --- | --- | --- | --- |
| CCOC(=O)c1ccc(N2C(=O)c3n[nH]c(-c4ccco4)c3C2c2cccc(OC)c2)cc1 (centres undefined) | -8%[10.9 µM] | ? | -26% | 44%[activator] |
| CCOC(=O)C1CCN(C(=O)c2ccc3c(=O)n4nc(Nc5cc(C)ccc5C)sc4nc3c2)CC1 | -7%[10.9 µM] | ? | -17% | -19% |
| CC(=O)c1cccc(NC(=O)C2CCCN(S(=O)(=O)c3ccc(F)cc3)C2)c1 (centres undefined) | -20% | 5.2% | 4% | -1% |
| CCCn1c(=O)sc2cc(NC(=O)c3ccccc3OCC)ccc21 | -17%[10.9 µM] | 2.1% | -3% | 11% |
| Cn1c(=O)cc(SCC(=O)N2CCN(Cc3ccc4c(c3)OCO4)CC2)c2ccccc21 | -13% | 1.0% | 7% | -9% |
| CC(=O)c1cccc(NC(=O)Oc2ccccc2)c1 | . | . | 1% | 2% |
| CCOC(=O)C1CCCN(Cc2cc(Br)ccc2OC)C1 (centres undefined) | -11% | 1.3% | 3% | -7% |
| CC(C)c1c(O)ccc2c1CCC1[C@@](C)(CO)CCC[C@@]21C (some centres undefined) | -32%[inhibitor] | . | 6% | 9% |
| Cc1ccc2c(c1)N(CCCC(=O)NCC1COc3ccccc3O1)C(=O)CO2 (centres undefined) | -9% | 4.4% | -4% | 4% |
| CC(C)(C)n1nnnc1C(c1cccs1)N(Cc1cccnc1)CC1CCCO1 (centres undefined) | -7% | -2.3% | -11% | 2% |
| CCOC(=O)C1CCCN(C/C(O)=C(\C#N)c2nc(-c3ccc(Cl)cc3)cs2)C1 (centres undefined) | 4% | -1.2% | -13% | -8% |
| Fc1ccc(-n2ncc3c(Nc4ccc(Oc5ccc(Cl)cc5)cc4)ncnc32)cc1 | -14%[10.9 µM] | -0.7% | -24% | 0% |
| COc1ccc(OC)c(S(=O)(=O)N2CCN(C34CC5CC(CC(C5)C3)C4)CC2)c1 | -25% | 3.7% | -15% | 0% |
| CCCc1cc(C(=O)NCC(C)C)no1 | -17% | 1.5% | 8% | -2% |
| CC1CCCCN1C(=O)c1ccc(C(=O)N2CCCCC2C)cc1 (centres undefined) | ? | 1.2% | 12% | -3% |
| CCOC(=O)CSc1cc(C)nc(N)n1 | 11% | 3.8% | 8% | -4% |

Individual results from the results shown:
For p53ts 39C tox, COc1ccc(OC)c(S(=O)(=O)N2CCN(C34CC5CC(CC(C5)C3)C4)CC2)c1 reads -15%
For p53ts 39C tox, CCOC(=O)C1CCCN(Cc2cc(Br)ccc2OC)C1 (centres undefined) reads 3%
For Peg3 imprint, CC(C)c1c(O)ccc2c1CCC1[C@@](C)(CO)CCC[C@@]21C (some centres undefined) reads -32%[inhibitor]
For Peg3 imprint, Fc1ccc(-n2ncc3c(Nc4ccc(Oc5ccc(Cl)cc5)cc4)ncnc32)cc1 reads -14%[10.9 µM]
For Peg3 imprint, Cn1c(=O)cc(SCC(=O)N2CCN(Cc3ccc4c(c3)OCO4)CC2)c2ccccc21 reads -13%

Carrying on.
| molecule | Peg3 imprint | IkB signaling | p53ts 39C tox | p53ts 32C tox |
| --- | --- | --- | --- | --- |
| CC(C)c1nn2c(=O)cc(COC(=O)c3ccco3)nc2s1 | -5%[10.9 µM] | -1.6% | -2% | 10% |
| CCc1ccc(-n2c(=O)c3c4c(sc3n(Cc3ccc(C)cc3)c2=O)CCC4)cc1 | 10%[10.9 µM] | ? | -9% | 9% |
| COc1ccc(N2CCN(CCNC(=O)CCCn3c(=O)[nH]c4cc(Cl)ccc4c3=O)CC2)cc1 | -11% | -0.4% | 10% | -5% |
| Cc1cc(NS(=O)(=O)c2ccc(NC(=O)CCCC(=O)O)cc2)nc(C)n1 | 2% | 2.7% | 9% | 1% |
| COc1ccc(C(NC(C)=O)c2ccc3cccnc3c2O)c(OC)c1 (centres undefined) | -29% | 5.9% | ? | ? |
| COCCN(C(=O)CNC(=O)c1cccs1)C(C(=O)NC1CCCCC1)c1ccco1 (centres undefined) | -4% | 0.5% | 12% | 6% |
| COc1ccccc1CN(Cc1cc2c(C)ccc(C)c2[nH]c1=O)Cc1nnnn1Cc1ccco1 | -16% | ? | -5% | 11% |
| CCCC1(C(=O)O)NC(c2ccccc2O)C2C(=O)N(c3cccc(Cl)c3)C(=O)C21 (centres undefined) | -9% | 2.6% | -2% | -3% |

Looked up by structure from above (2):
| molecule | Peg3 imprint | IkB signaling | p53ts 39C tox | p53ts 32C tox |
| --- | --- | --- | --- | --- |
| COCCN(C(=O)CNC(=O)c1cccs1)C(C(=O)NC1CCCCC1)c1ccco1 (centres undefined) | -4% | 0.5% | 12% | 6% |
| CCc1ccc(-n2c(=O)c3c4c(sc3n(Cc3ccc(C)cc3)c2=O)CCC4)cc1 | 10%[10.9 µM] | ? | -9% | 9% |

Going on with the list.
| molecule | Peg3 imprint | IkB signaling | p53ts 39C tox | p53ts 32C tox |
| --- | --- | --- | --- | --- |
| CC(c1ccccc1)C1CC(=O)N(c2ccc(C(=O)O)cc2)C1=O (centres undefined) | 1% | 2.3% | 13% | 8% |
| Cc1cccc(N2CCN(C(=O)Cn3ncc4c5ccccc5n(C)c4c3=O)CC2C)c1 (centres undefined) | 12%[10.9 µM] | ? | -16% | 11% |
| COc1cccc(C(=O)CSc2nnc(-c3cc(OC)cc(OC)c3)o2)c1 | -1% | 0.9% | -4% | 3% |
| Cc1cc(C)n(C(=O)CSc2nnc(SCC(=O)n3nc(C)cc3C)s2)n1 | -5% | 2.4% | 8% | 3% |
| Cc1ccc(-c2nc3cnccn3c2Nc2ccccc2)o1 | -37%[inhibitor] | ? | 7% | -4% |
| CCOC(=O)N1CCc2c(sc3c2c(=O)n(CCc2ccccc2)c(=O)n3Cc2c(F)cccc2Cl)C1 | -12%[10.9 µM] | ? | -12% | -5% |
| COc1cc(-c2nnc(SCC(=O)N3CCCc4ccccc43)o2)cc(OC)c1OC | -6%[10.9 µM] | ? | -17% | -7% |
| O=C(CSc1nc2c(c(=O)n1-c1ccc(Cl)cc1)SCC2)NCC1CCCO1 (centres undefined) | -10% | 2.8% | 16% | 10% |
| Nc1c(N2CCCC2)cc(Cl)c2nonc12 | -11% | 8.4% | 6% | ? |
| N#Cc1c(NC(=O)CN2CCOCC2)oc(-c2ccccc2)c1-c1ccccc1 | -15% | 1.1% | 5% | 10% |
| Cc1noc(-c2ccc(-c3noc(-c4ccc([N+](=O)[O-])c(C)c4)n3)cc2)n1 | ? | -1.9% | -10% | 2% |
| O=C(CCCSc1nc2ccccc2[nH]1)Nc1nnc(-c2ccccc2)o1 | -25% | -0.5% | -26% | -15% |
| COc1ccc(-c2cc(C(=O)N3CCc4ccccc4C3)no2)cc1OC | -24% | ? | -10% | 9% |
| CCc1ccc(C2N(c3ccc(OC)cc3)C(=O)C3CCCN32)cc1 (centres undefined) | -17% | 1.8% | -2% | 4% |
| CCC(C)(C(=O)NC1CCCC1)N(Cc1ccco1)C(=O)c1ccc2c(c1)OCO2 (centres undefined) | -1% | -0.8% | -12% | -3% |
| COc1ccccc1CNC(=O)C(C)NS(=O)(=O)c1ccc(Br)cc1 (centres undefined) | . | . | 3% | -8% |
| COc1cc(C)c2c(=O)cc(-c3ccccc3)oc2c1 | -57%[inhibitor] | . | ? | ? |
| O=C(Cn1cc2c(n1)CCCC2)N1CCCc2ccccc21 | -11% | 0.7% | 10% | 0% |
| CCOc1cccc(C(=O)N2CCCCC2c2cccnc2)c1 (centres undefined) | -14% | -0.8% | 0% | 12% |
| CCC(C(=O)Nc1ccc(C(=O)OC)cc1)n1nc(-c2ccc(C)c(C)c2)ccc1=O (centres undefined) | -12%[10.9 µM] | 0.3% | -14% | -4% |
| Cc1[nH]c2ccccc2c1C(=O)C(=O)NC1CC(=O)N(c2cccc(F)c2)C1 (centres undefined) | 5%[10.9 µM] | 0.9% | -1% | 11% |
| COc1cccc(-c2nc(NCc3ccccc3OC)c3ccccc3n2)c1 | -17% | 1.5%[11.4 µM] | -7% | -11% |
| COc1ccc(C(C)C)cc1S(=O)(=O)N1CCN(C)CC1 | -8% | -1.1% | 6% | -5% |
| N#Cc1c(/N=C/c2ccc(Br)s2)sc2c1CCC2 | . | . | 12% | -1% |

(further entries)
Fields: Peg3 imprint, IkB signaling, p53ts 39C tox, p53ts 32C tox
O=C1CC(c2nc3ccccc3[nH]2)CN1Cc1ccccc1 (centres undefined)
→ -9%, 1.6%, -1%, -2%
Cc1ccccc1-c1nnc(CN2CCN(c3ccccn3)CC2)o1
→ 18%[10.9 µM], 3.6%, -7%, -1%
COc1ccc(C(=O)c2c(N)c(-c3nc(-c4ccc5c(c4)OCO5)cs3)c3ccccn23)cc1
→ -3%[10.9 µM], 4.3%, -28%, 5%
O=C(CN1C(=O)CSc2ccc(S(=O)(=O)N3CCCCC3)cc21)NCc1ccc(F)cc1Cl
→ -18%[10.9 µM], ?, 49%[activator], 7%
Cc1ccc(S(=O)(=O)NC(=NC(C)C(=O)O)c2ccccc2)cc1 (centres undefined)
→ -4%, 1.7%, 5%, 2%
Cc1ccc2c(c1C)NC(C)CC2C (centres undefined)
→ 9%, -0.4%, 5%, 15%
O=C(CSc1nc2[nH]ncc2c(=O)n1-c1ccccc1Br)NCc1ccco1
→ 14%, 1.8%, 7%, 5%
CCc1cccc(NC(=O)Cn2c(=O)ccc3cc(S(=O)(=O)N4CCC(C)CC4)ccc32)c1
→ 17%[10.9 µM], 7.4%, -17%, 14%
CCOc1ccc(NS(=O)(=O)c2ccc3[nH]cc(C(=O)NCCOC)c(=O)c3c2)cc1
→ -8%, 2.3%&-1.2%, -4%&18%, 4%&-1%
CC1=C(C(N)=O)C(c2cccc(C)c2)n2nc(-c3cccc(C)c3)nc2N1 (centres undefined)
→ 6%[10.9 µM], ?, -7%, -5%
Clc1ccccc1C(c1nnnn1Cc1ccco1)N1CCN(Cc2ccco2)CC1 (centres undefined)
→ -14%, 8.0%, -9%, 6%
Cc1ccc(CCNC(=O)C(C)n2nc(C)c3c(C)n(-c4ccc(C)cc4)nc3c2=O)cc1 (centres undefined)
→ -6%[10.9 µM], ?, -26%, 0%
COC(=O)c1cc(NC(=O)CCc2c(C)nc3nc(C)nn3c2C)cc(C(=O)OC)c1
→ 5%[10.9 µM], ?, -6%, 4%
Cc1cccc(C)c1NC(=O)CSCc1cnn(-c2ccccc2)c1-n1cccc1
→ 18%[10.9 µM], ?, -17%, 0%
Cc1ccc(CCNC(=O)CCCn2nc(C)c3c(C)n(-c4ccccc4)nc3c2=O)cc1
→ 22%[10.9 µM], -0.6%, 0%, 8%
CC(C)(C)C(=O)Cn1c(=O)n(-c2ccc(Cl)c(Cl)c2)c(=O)c2c3c(sc21)CCCC3
→ -5%[10.9 µM], 0.0%, -6%, 25%
COc1cc(OC)c(NC(=O)Cc2c(C(=O)O)c(C)cn2C)cc1Cl
→ -13%[10.9 µM], 1.2%, -6%, 4%
CCCn1c(Sc2nnnn2-c2ccccc2)n[nH]c1=O
→ -6%, 4.4%, -5%, 15%
COc1ccc(NC(=O)Nc2ccc(N3CCCC3=O)cc2)cc1OC
→ ., ., 3%, 7%
O=C(Nc1ccc(F)c(Cl)c1)N1CC=C(c2c[nH]c3ccccc23)CC1
→ 2%[10.9 µM], -3.9%, -13%, -6%
COc1ccc(CNC(=O)Cn2nnc(-c3ccc(S(C)(=O)=O)cc3)n2)cc1
→ -11%[10.9 µM], -3.0%, 24%, 1%
O=c1c(-c2ccc(F)cc2)coc2cc(O)ccc12
→ ., ., -23%, -23%
CCN1CCN(c2cc(C)c3cc(NC(=O)c4cc(Cl)ccc4OC)ccc3n2)CC1
→ -34%[inhibitor][10.9 µM], ?, ?, ?
Cc1ccc(C)c(NC(=O)Cn2c(=O)n(-c3ccccc3C)c(=O)c3c2c2cc(C)ccc2n3C)c1
→ 4%[10.9 µM], -2.0%, -6%, 13%
CC(/C=N/NC(=O)CCn1nnc2ccccc21)=C\c1ccccc1
→ ., ., 8%, -4%
Cc1ccc(CNC(=O)CSc2ncccn2)cc1
→ -10%, -4.2%, -2%, -1%
Cc1nn(CCCNC(=O)C2CCCO2)cc1Br (centres undefined)
→ -11%, 5.0%, 11%, 4%
CC(C)Cc1cc(C(=O)Nc2sc3c(c2C#N)CCCC3)no1
→ -6%, 7.0%, -10%, -4%
COc1ccc(NC(=O)Nc2sc3nc4n(c(=O)c3c2C)CCC(C)CC4)cc1OC (centres undefined)
→ 6%[10.9 µM], 1.4%, -9%, 5%
